IkB sig inh: IkB Signaling. Potency, µM (highest dose often 57.1 µM), inactives show at the highest dose IkBa stabilization activation. actives 0.04% (n = 110,000). ABC-DLBCL IkBa-CBG/CBR dual luciferase ratio, 4 h; response scale: scaled: untreated 0%, proteasome inhibitor 100%; active = well fitted curve in the direction sought with a large enough effect in the signal ratio, not every such curve was filed as active; inconclusive = small, poorly fitted or top-dose-only effect, or a change in a side signal; the % refers to the signal ratio;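 note: the direction sought is a rising ratio; 0% = basal untreated cells and 100% = reference inhibitor full response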
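Luminescence ratio of IκBα-fused green versus native red beetle luciferase in OCI-Ly3 cells, 4 h post-doxycycline with compound; red signal alone, scaled from basal (0%) to zero light (-100%), flagged nonspecific or cytotoxic effects.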
p53ts 39C kill: qHTS Screen for Compounds that Selectively Target Cancer Cells with p53 Mutations: Cytotoxicity of p53ts Cells at the Nonpermissive Temperature. AID 902, 2007. actives 1.5% (n = 130,000). H1299-p53A138V viability at 39C, ATP luminescence, 24 h. Potency, µM (series often up to 46.1 µM), for inactives: top-dose activity change, negative = cell killing, most hits filed as cytotoxic; note: nearly all actives have a fitted effect of over 55% in size
p53ts 32C kill: qHTS Screen for Compounds that Selectively Target Cancer Cells with p53 Mutations: Cytotoxicity of p53ts Cells at the Permissive Temperature | Potency, µM (highest dose often 46.1 µM), for the others: at the top dose activity change, negative = cytotoxicity, actives largely listed as cytotoxic | actives 0.93% (n = 130,000) | H1299-p53A138V at 32C, ATP luminescence viability, 24 h;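 note: 0% = DMSO and -100% = full killing by reference compound; nearly all actives have a fitted effect of over 55% in size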
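ATP-content luminescence (ATPlite) read-out after 24 h compound exposure at 32C in H1299-p53A138V cells (600/well). Tested up to 46 uM. Normalized to DMSO (0%) and 100 uM tamoxifen (100% killing); Hill-fit AC50.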
Imprint erasure: qHTS Assay for Compounds that Induce Erasure of Genomic Imprints; Potency, µM (top dose mostly 60.7 µM), for the others: at the highest dose activity change, positive = activation, usual class: activators; mouse ES Peg3-LacZ reporter, beta-gal luminescence, 40 h; actives 0.02% (n = 110,000);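 note: 0% = negative control wells on the plate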
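Imprint erasure is scored as LacZ activity from the silenced maternal Peg3 allele in feeder-free female ES cells cultured 40 h with LIF. Luminescence is normalized to in-plate negative controls and fitted to the Hill equation.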
* hit, by the source's call; [ ] = remark or other dose. Unless noted, calls come from the whole dose curve; as a rule, active = well fitted curve in the direction sought with a large enough effect; inconclusive = small, poorly fitted or top-dose-only effect, or another doubt; inactive = no such curve, though single readings can be large; an effect the other way counts as inactive or inconclusive. Unless noted, % is set by controls: 0 for no effect and ±100 for the full control effect; potency is the fitted concentration of half-maximal effect.

What do the screens show for `O=C1OCC(Cn2c3ccccc3c3ccccc32)O1` (stereo unspecified)?
IkB sig inh: 2.9%; p53ts 39C kill: -9.3%; p53ts 32C kill: -14.4%; Imprint erasure: -3.9%

Results for CCOC(=O)N1CCN(Cc2cc(=O)oc3ccc(Cl)cc23)CC1 ?
IkB sig inh: 3.1%; p53ts 39C kill: 14.4%; p53ts 32C kill: 12.8%; Imprint erasure: -12.9%

How did COc1ccc(CC(=O)Nc2c3c(nn2-c2cccc(C)c2C)CS(=O)C3)cc1 (stereo unspecified) do in these assays?
IkB sig inh: -0.4%; p53ts 39C kill: 6.1%; p53ts 32C kill: 2.7%; Imprint erasure: -11.5%

Results for CCOc1ccc(-c2nc(SCC(=O)c3ccccc3)n[nH]2)cc1 ?
IkB sig inh: -4.0%; p53ts 39C kill: -28.3%; p53ts 32C kill: -4.4%; Imprint erasure: -4.2%[10.9 µM]

How did COc1ccc2sc(NC(C)=O)nc2c1 do in these assays?
IkB sig inh: -3.7%; p53ts 39C kill: -18.7%; p53ts 32C kill: -10.8%; Imprint erasure: -80.9%[inhibitor]

How did COc1ccc(C(=O)Nc2c(C(=O)c3ccc(F)cc3)oc3ccccc23)cc1 do in these assays?
IkB sig inh: 1.2%; p53ts 39C kill: -7.6%; p53ts 32C kill: -6.3%; Imprint erasure: 5.6%[10.9 µM]

What do the screens show for `COc1ccc(C(=O)Cn2c(Br)nc3c2c(=O)n(C)c(=O)n3C)cc1`?
IkB sig inh: inconclusive; p53ts 39C kill: 5.6%; p53ts 32C kill: 12.1%; Imprint erasure: -10.3%

What do the screens show for `O=C(O)c1ccc(CNC(=O)c2ccc(Br)o2)cc1`?
IkB sig inh: -3.1%; p53ts 39C kill: 1.1%; p53ts 32C kill: 2.4%; Imprint erasure: 8.5%

What do the screens show for `COCCOc1nc2ccccc2nc1C`?
IkB sig inh: 1.0%; p53ts 39C kill: 11.9%; p53ts 32C kill: 6.0%; Imprint erasure: -19.0%

How did O=C(CSc1cccc(C(F)(F)F)c1)NC(=O)NCc1ccco1 do in these assays?
IkB sig inh: inconclusive; p53ts 39C kill: -17.5%; p53ts 32C kill: -5.0%; Imprint erasure: -14.7%

Retrieved one by one from above:
What do the screens show for `O=C(O)c1ccc(CNC(=O)c2ccc(Br)o2)cc1`?
IkB sig inh: -3.1%; p53ts 39C kill: 1.1%; p53ts 32C kill: 2.4%; Imprint erasure: 8.5%

What do the screens show for `COCCOc1nc2ccccc2nc1C`?
IkB sig inh: 1.0%; p53ts 39C kill: 11.9%; p53ts 32C kill: 6.0%; Imprint erasure: -19.0%

How did COc1ccc2sc(NC(C)=O)nc2c1 do in these assays?
IkB sig inh: -3.7%; p53ts 39C kill: -18.7%; p53ts 32C kill: -10.8%; Imprint erasure: -80.9%[inhibitor]

How did O=C(CSc1cccc(C(F)(F)F)c1)NC(=O)NCc1ccco1 do in these assays?
IkB sig inh: inconclusive; p53ts 39C kill: -17.5%; p53ts 32C kill: -5.0%; Imprint erasure: -14.7%

(list continues)
How did Cc1cc(=O)[nH]c(SCc2cc(Cl)ccc2OC(F)F)n1 do in these assays?
IkB sig inh: 1.0%; p53ts 39C kill: 0.1%; p53ts 32C kill: 14.3%; Imprint erasure: 4.5%

What do the screens show for `CCNC(=O)c1nc[nH]c1C(=O)NCC`?
IkB sig inh: 0.5%; p53ts 39C kill: -4.8%; p53ts 32C kill: -1.6%; Imprint erasure: -5.6%

Results for Cn1c(N)c(C(=O)c2cc(-c3ccccn3)nc3ccccc23)c(=O)[nH]c1=O ?
IkB sig inh: -0.1%; p53ts 39C kill: -14.2%; p53ts 32C kill: -3.8%; Imprint erasure: 5.5%

What do the screens show for `c1ccn2c(SCc3ccc4c(c3)OCO4)nnc2c1`?
IkB sig inh: -0.1%; p53ts 39C kill: -7.5%; p53ts 32C kill: -1.0%; Imprint erasure: -50.1%[inhibitor]

Results for Cn1c(=O)c2c(c3ccccc31)OC(=O)CC2c1ccc(C(F)(F)F)cc1 (stereo unspecified) ?
IkB sig inh: inconclusive; p53ts 39C kill: 4.1%; p53ts 32C kill: 2.2%; Imprint erasure: -7.8%[10.9 µM]

How did CCCCc1ccc(-n2nc3cc(Cl)c(NC(=O)c4ccc(OC)cc4)cc3n2)cc1 do in these assays?
IkB sig inh: -1.8%; p53ts 39C kill: 25.0%; p53ts 32C kill: 5.4%; Imprint erasure: -4.7%[10.9 µM]

What do the screens show for `O=C(O)c1cccc(S(=O)(=O)N2CCSCC2)c1`?
IkB sig inh: 4.0%; p53ts 39C kill: 10.1%; p53ts 32C kill: -7.6%

Results for CCN(CC)C(=O)CSc1nc(-c2ccco2)cc(C(F)(F)F)c1C#N ?
p53ts 39C kill: -10.6%; p53ts 32C kill: -12.1%

Results for COc1cc2c(cc1OC)C(COc1ccc3c(C)cc(=O)oc3c1)N(C(=O)c1cccc(OC)c1OC)CC2 (stereo unspecified) ?
IkB sig inh: -1.4%; p53ts 39C kill: 7.3%; p53ts 32C kill: 19.6%; Imprint erasure: -10.0%[10.9 µM]

Results for N#Cc1ccccc1Cn1cnc2nc3c(cc2c1=O)CCCC3 ?
IkB sig inh: -0.1%; p53ts 39C kill: -18.6%; p53ts 32C kill: -4.5%; Imprint erasure: -6.2%[10.9 µM]

What do the screens show for `CCCCN(CCCC)CCNC(=O)Cn1nc(CC)n2c(cc3sccc32)c1=O`?
IkB sig inh: inconclusive; p53ts 39C kill: -16.7%; p53ts 32C kill: -2.6%; Imprint erasure: -10.9%[10.9 µM]

Results for O=C(CN1CCOCC1)Nc1nc(-c2ccc3c(c2)CCN3S(=O)(=O)c2ccccc2)cs1 ?
IkB sig inh: inconclusive; p53ts 39C kill: 4.4%; p53ts 32C kill: 1.2%; Imprint erasure: -18.3%

How did COc1ccc2c(c1)C1(Nc3ccccc3C(=O)N1c1ccccc1)C(=O)N2 (stereo unspecified) do in these assays?
IkB sig inh: 1.4%; p53ts 39C kill: 7.4%; p53ts 32C kill: -3.4%; Imprint erasure: -9.1%

What do the screens show for `CC(C)n1nnnc1SCC(=O)N1CCOCC1`?
IkB sig inh: 0.6%; p53ts 39C kill: 3.8%; p53ts 32C kill: -1.8%; Imprint erasure: 4.0%

How did c1ccc(Nc2nc(-c3ccc4c(c3)OCO4)nc3ccccc23)cc1 do in these assays?
IkB sig inh: 2.2%[11.4 µM]; p53ts 39C kill: inconclusive; p53ts 32C kill: inconclusive; Imprint erasure: -3.9%

How did CN(C)c1ccc(CNC(=O)C2CCN(S(=O)(=O)c3ccc4c(ccn4C)c3)CC2)cc1 do in these assays?
IkB sig inh: 1.9%; p53ts 39C kill: 0.4%; p53ts 32C kill: -4.8%; Imprint erasure: -10.0%[10.9 µM]

What do the screens show for `COc1ccccc1-n1c(SC)nc(O)cc1=O`?
IkB sig inh: 1.1%; p53ts 39C kill: 2.9%; p53ts 32C kill: 6.9%; Imprint erasure: -8.3%

How did CCCCCCn1c(-c2ccco2)nc2oc3cc(OC)ccc3c(=O)c2c1=O do in these assays?
IkB sig inh: 1.3%; p53ts 39C kill: -4.8%; p53ts 32C kill: 3.2%; Imprint erasure: -11.5%

Results for COC(=O)c1ccc(COC(=O)c2ccc(-n3cnnn3)cc2)o1 ?
IkB sig inh: 0.6%; p53ts 39C kill: 1.1%; p53ts 32C kill: -3.1%; Imprint erasure: -21.1%

What do the screens show for `O=C(CCNS(=O)(=O)c1cccc2nsnc12)N1CC(=O)N(CCc2ccccc2)C(=O)C1`?
IkB sig inh: -0.3%; p53ts 39C kill: -12.1%; p53ts 32C kill: -11.4%; Imprint erasure: 6.4%

How did COc1cccc(-c2nnc(SCC(=O)OC(C)C)n2Cc2ccco2)c1 do in these assays?
IkB sig inh: -1.1%; p53ts 39C kill: -7.8%; p53ts 32C kill: -3.5%; Imprint erasure: -14.4%

How did Cc1cc(F)ccc1NC1(c2ccccc2)C(=O)c2ccccc2C1=O do in these assays?
IkB sig inh: 1.3%; p53ts 39C kill: 8.2%; p53ts 32C kill: -5.9%; Imprint erasure: -12.0%[10.9 µM]

What do the screens show for `COc1ccc(C(c2nnnn2Cc2cccs2)N2CCN(c3ccccc3)CC2)cc1OC` (stereo unspecified)?
IkB sig inh: -0.5%; p53ts 39C kill: 5.7%; p53ts 32C kill: 6.8%; Imprint erasure: -8.6%

Results for C=CCOc1c(Br)cc(CNn2nnnc2N)cc1OC ?
IkB sig inh: 3.6%; p53ts 39C kill: 4.2%; p53ts 32C kill: 2.0%; Imprint erasure: -14.3%

Results for CCN1CCN(C(=O)CN(c2ccc(C)cc2)S(C)(=O)=O)CC1 ?
IkB sig inh: -0.4%; p53ts 39C kill: 10.2%; p53ts 32C kill: 0.7%; Imprint erasure: 7.7%

What do the screens show for `O=C(Nc1ccc(F)c(F)c1)c1cc(S(=O)(=O)NC2CCCCCC2)ccc1F`?
IkB sig inh: inconclusive; p53ts 39C kill: -13.6%; p53ts 32C kill: -12.6%; Imprint erasure: -7.9%[10.9 µM]

What do the screens show for `CCc1cccc(C)c1NC(=O)C1=C(C(=O)O)CCCC1`?
IkB sig inh: 0.5%; p53ts 39C kill: -2.2%; p53ts 32C kill: -0.6%; Imprint erasure: -6.5%

What do the screens show for `O=C(Nc1ccccc1C(=O)NCc1ccco1)c1ccco1`?
IkB sig inh: 0.3%; p53ts 39C kill: -10.9%; p53ts 32C kill: 5.6%; Imprint erasure: -13.1%

What do the screens show for `CSc1ccccc1NC(=O)CSc1nnnn1-c1ccccc1SC`?
IkB sig inh: inconclusive; p53ts 39C kill: 1.1%; p53ts 32C kill: -4.2%; Imprint erasure: -8.4%

How did COc1ccccc1NC(=S)Nc1cccc2cnccc12 do in these assays?
p53ts 39C kill: -5.2%; p53ts 32C kill: -1.2%

What do the screens show for `Cn1c(=O)c(-c2cc(F)cc(F)c2)nc2cnc(Oc3cccc(Cl)c3)nc21`?
IkB sig inh: 0.0%[11.4 µM]; p53ts 39C kill: -9.8%; p53ts 32C kill: -5.8%

How did O=S(=O)(c1ccc(F)cc1)N1CN(Cc2ccco2)c2nc3ccccc3nc21 do in these assays?
IkB sig inh: inconclusive; p53ts 39C kill: -0.6%; p53ts 32C kill: 3.9%; Imprint erasure: -25.2%

What do the screens show for `O=C(CSc1ncnc2ccccc12)Nc1ccc(N2CCOCC2)cc1`?
IkB sig inh: -0.2%; p53ts 39C kill: -6.0%; p53ts 32C kill: 4.8%; Imprint erasure: -8.4%

Results for CN(C)c1ccc(CNc2nc(-c3ccco3)nn2S(=O)(=O)c2ccc(Cl)cc2)cc1 ?
IkB sig inh: 0.0%; p53ts 39C kill: -25.1%; p53ts 32C kill: -2.3%; Imprint erasure: -36.9%[inhibitor][10.9 µM]

How did Cc1ccc2nc3c(cc2c1)c(NC(=O)c1cccnc1)nn3C do in these assays?
IkB sig inh: -7.2%; p53ts 39C kill: -25.1%; p53ts 32C kill: -11.6%; Imprint erasure: -19.2%

What do the screens show for `Cc1c(/C=C/C(=O)c2ccc(Cl)s2)cnn1C`?
p53ts 39C kill: -3.5%; p53ts 32C kill: -3.3%

What do the screens show for `CCOC(=O)N1CCN(C(=O)CSc2nnc(-c3cccs3)o2)CC1`?
IkB sig inh: -1.8%; p53ts 39C kill: 6.1%; p53ts 32C kill: -1.8%; Imprint erasure: -27.8%

Results for COc1cc(-c2noc(-c3ccc(N4CCOCC4)c([N+](=O)[O-])c3)n2)cc(OC)c1OC ?
IkB sig inh: inconclusive; p53ts 39C kill: -12.2%; p53ts 32C kill: -18.9%; Imprint erasure: -5.8%[10.9 µM]

How did O=C(Cn1c(=O)n(-c2cccc(Cl)c2)c(=O)n1CC(=O)N1CCCCC1)N1CCCCC1 do in these assays?
IkB sig inh: -0.6%; p53ts 39C kill: 2.1%; p53ts 32C kill: 0.3%; Imprint erasure: -9.1%

How did O=[N+]([O-])c1ccc(CSc2ncnc3c2ncn3[C@@H]2O[C@@H](CO)[C@@H](O)[C@H]2O)cc1 do in these assays?
IkB sig inh: -6.1%; p53ts 39C kill: inconclusive; p53ts 32C kill: -19.9%
